# Cav3 T inh – blocks human Cav3.2 T-type calcium channel. O95180. Cav3.2-expressing cells, Fluo-4 calcium fluorescence FDSS; stronger effect = lower value. B-score at 10 µM. actives 4% (n = 100,000). AID 449739;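 active = single-dose well whose peak fluorescence ratio is a statistical outlier from its plate by either plate-standardised score or position-corrected B-score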
# Target sequence (O95180 whole entry, looked up): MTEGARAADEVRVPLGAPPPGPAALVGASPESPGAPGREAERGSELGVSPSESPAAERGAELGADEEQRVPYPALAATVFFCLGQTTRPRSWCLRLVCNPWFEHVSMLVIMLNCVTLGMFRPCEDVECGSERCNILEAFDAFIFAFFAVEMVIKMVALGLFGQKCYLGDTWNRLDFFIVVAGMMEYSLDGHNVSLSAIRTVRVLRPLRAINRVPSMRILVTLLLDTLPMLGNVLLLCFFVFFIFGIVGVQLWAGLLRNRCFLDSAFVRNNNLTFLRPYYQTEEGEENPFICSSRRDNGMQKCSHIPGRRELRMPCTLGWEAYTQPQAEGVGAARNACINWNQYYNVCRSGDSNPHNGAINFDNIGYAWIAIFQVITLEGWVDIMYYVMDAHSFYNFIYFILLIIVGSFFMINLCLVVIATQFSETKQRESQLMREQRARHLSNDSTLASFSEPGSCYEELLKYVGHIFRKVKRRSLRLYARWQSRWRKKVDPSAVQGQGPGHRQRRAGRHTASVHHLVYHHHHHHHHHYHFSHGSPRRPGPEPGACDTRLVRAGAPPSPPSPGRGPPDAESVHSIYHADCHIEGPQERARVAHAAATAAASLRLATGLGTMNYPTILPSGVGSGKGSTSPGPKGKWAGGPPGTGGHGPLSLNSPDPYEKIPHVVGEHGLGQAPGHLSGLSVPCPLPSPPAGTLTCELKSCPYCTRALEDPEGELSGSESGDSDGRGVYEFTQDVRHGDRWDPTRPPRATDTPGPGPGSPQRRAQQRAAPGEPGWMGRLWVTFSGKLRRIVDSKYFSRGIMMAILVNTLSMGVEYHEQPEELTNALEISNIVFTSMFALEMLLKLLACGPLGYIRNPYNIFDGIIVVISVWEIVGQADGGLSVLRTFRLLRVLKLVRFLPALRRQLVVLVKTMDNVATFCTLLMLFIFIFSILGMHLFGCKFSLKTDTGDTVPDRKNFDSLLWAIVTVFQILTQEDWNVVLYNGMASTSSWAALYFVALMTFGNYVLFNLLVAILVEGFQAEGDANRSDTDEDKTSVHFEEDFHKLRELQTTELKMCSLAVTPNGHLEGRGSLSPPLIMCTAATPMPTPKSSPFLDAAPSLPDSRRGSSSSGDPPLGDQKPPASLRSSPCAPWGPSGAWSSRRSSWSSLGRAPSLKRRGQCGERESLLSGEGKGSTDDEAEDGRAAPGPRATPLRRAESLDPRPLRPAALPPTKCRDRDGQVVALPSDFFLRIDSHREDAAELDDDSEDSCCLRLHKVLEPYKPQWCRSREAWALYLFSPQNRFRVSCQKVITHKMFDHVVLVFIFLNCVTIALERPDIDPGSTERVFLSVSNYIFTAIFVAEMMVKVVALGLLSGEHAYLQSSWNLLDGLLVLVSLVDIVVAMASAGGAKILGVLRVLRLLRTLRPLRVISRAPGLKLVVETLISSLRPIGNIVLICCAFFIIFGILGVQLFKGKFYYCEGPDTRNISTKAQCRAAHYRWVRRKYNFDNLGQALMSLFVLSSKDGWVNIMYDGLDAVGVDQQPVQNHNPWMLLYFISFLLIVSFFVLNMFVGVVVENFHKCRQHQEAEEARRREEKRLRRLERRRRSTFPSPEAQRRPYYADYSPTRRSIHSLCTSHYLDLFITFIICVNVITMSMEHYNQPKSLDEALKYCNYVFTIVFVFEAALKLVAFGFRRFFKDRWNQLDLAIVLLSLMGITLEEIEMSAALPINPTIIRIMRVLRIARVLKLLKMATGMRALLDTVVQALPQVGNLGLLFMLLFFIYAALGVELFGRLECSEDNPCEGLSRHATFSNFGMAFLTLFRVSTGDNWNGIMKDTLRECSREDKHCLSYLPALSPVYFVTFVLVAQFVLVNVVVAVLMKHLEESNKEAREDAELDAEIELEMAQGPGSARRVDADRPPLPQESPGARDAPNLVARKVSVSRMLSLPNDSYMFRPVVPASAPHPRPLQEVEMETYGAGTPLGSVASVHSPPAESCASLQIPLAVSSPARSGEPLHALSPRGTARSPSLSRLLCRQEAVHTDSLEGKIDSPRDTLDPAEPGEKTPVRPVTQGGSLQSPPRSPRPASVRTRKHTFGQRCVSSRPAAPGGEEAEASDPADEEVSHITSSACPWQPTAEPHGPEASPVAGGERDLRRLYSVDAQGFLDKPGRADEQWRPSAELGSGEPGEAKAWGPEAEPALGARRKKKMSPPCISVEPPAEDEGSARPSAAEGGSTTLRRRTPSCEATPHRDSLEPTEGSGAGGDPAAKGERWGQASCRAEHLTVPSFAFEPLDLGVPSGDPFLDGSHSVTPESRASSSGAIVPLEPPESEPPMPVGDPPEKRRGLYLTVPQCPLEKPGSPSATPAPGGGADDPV
# The depositor's hits bear a star.
Structure	Cav3 T inh
O=C1CC(c2ccc(O)c(O)c2)Oc2cc(O)cc(O)c21 (configuration not stated)	1.71
CC(=O)c1sc(Nc2ccccn2)nc1C	1.01
Cc1cc(C)n(-c2ncc(-c3ccccc3)nn2)n1	2.04
O=S(=O)(c1ccc2nc(Cc3ccccc3)[nH]c2c1)N1CCOCC1	0.503
CC1=CC(C)(C)N(C(=O)CSc2nnc(N)s2)c2cc(C)c(C)cc21	-1.09
Cc1ccc(S(=O)(=O)c2nc(-c3ccccc3)oc2NCCN2CCOCC2)cc1	-0.516
CCNS(=O)(=O)c1cc(OC)ccc1OC	0.00174
CC(/C=C/C1(O)C(C)CC(=O)CC1(C)C)OC1OC(CO)C(O)C(O)C1O (configuration not stated)	0.424
CCOc1ccccc1/C=N/NC(=O)c1ccc(Cn2cc([N+](=O)[O-])cn2)o1	0.113
O=C(Nc1cc(C(F)(F)F)ccc1N1CCOCC1)c1ccccc1	-1.74

# Going on with the list.
Structure	Cav3 T inh
CCOc1ccc(C2c3c(oc4cc(C)c(C)cc4c3=O)C(=O)N2CCCN(C)C)cc1OC (configuration not stated)	-0.0772
O=C(CSc1ncccn1)N/N=C/c1cccs1	0.0542
COc1ccc(C2C(C(=O)O)c3ccccc3C(=O)N2C)cc1Br (configuration not stated)	-0.441
CC1(C)CC(=O)c2cc(C(=O)NC3CCSC3=O)c(=O)n(-c3ccccc3)c2C1 (configuration not stated)	2.7
CC(C)(C)c1ccc(OCC(=O)Nc2ccc(-c3nc4cccnc4o3)cc2)cc1	1.05
C/C(Cl)=C\Cn1c(NCCc2ccccc2)nc2c1c(=O)n(C)c(=O)n2C	0.212
COc1ccccc1NC(=O)Cn1nnc(-c2ccccc2NC(=O)c2cc3ccccc3oc2=O)n1	0.286
CCN(CCO)c1nc(SC)nc2c1sc1nc(-c3ccco3)c3c(c12)CCC3	1.14
CC(=O)SC(C)CC(=O)NCc1ccccc1 (configuration not stated)	-0.751
Cc1cc(C)n2nc(-c3ccsc3-n3c(C)ccc3C)cc2n1	-0.136

# Next structures.
Structure	Cav3 T inh
CCCCCn1c(N2CCOCC2)nc2c1c(=O)n(CC(N)=O)c(=O)n2C	-0.135
CCc1ccc(C2=Nn3c(nnc3-c3cccs3)SC2)cc1	0.0349
Cc1cc(C)c2c(c1)/C(=N/NS(=O)(=O)c1ccccc1)CCC2	-0.0147
CC(C)(C)n1nnnc1C(c1ccc(C#N)cc1)N1CCCC2(CCCCC2)C1 (configuration not stated)	-3.14
COc1cc2c(cc1OC)-c1cc(NCc3ccccn3)nc(=O)n1CC2	-0.272
CC(C)OC(=O)CSc1nnc(SCc2cccc3ccccc23)s1	-1.32
Cc1cc(S(=O)(=O)NC(C)C)ccc1OCC(=O)N1CCOCC1	1.18
Cc1ccccc1-n1c(Cn2c(=O)sc3ccccc32)nnc1SC(C)C	-0.336
COC(=O)c1ccc2c(c1)C(C)(C)C(/C=C/c1ccc(O)cc1)=[N+]2C	-4.41
C/C(=N\Nc1ccc(F)cc1F)c1ccc(F)cc1	0.513

# 4 compounds out of the list above, ordered by their value in Cav3 T inh, low to high.
Structure	Cav3 T inh
COc1ccc(C2C(C(=O)O)c3ccccc3C(=O)N2C)cc1Br (configuration not stated)	-0.441
COc1cc2c(cc1OC)-c1cc(NCc3ccccn3)nc(=O)n1CC2	-0.272
Cc1cc(C)n2nc(-c3ccsc3-n3c(C)ccc3C)cc2n1	-0.136
CCCCCn1c(N2CCOCC2)nc2c1c(=O)n(CC(N)=O)c(=O)n2C	-0.135

# Further entries follow.
Structure	Cav3 T inh
COc1ccc(NC(=S)Nc2nc(CC(=O)Nc3ccccc3OC)cs2)cc1	-0.184
COc1cc2[nH]c3c(=O)n(CCN4CCCCC4)cnc3c2cc1OC	1.24
CCCCNC(=O)CCn1c(=O)c2ccccc2n(CC(=O)N2CC(C)CC(C)C2)c1=O (configuration not stated)	1.17
O=C(c1csc2c1CCCC2)N1CCCCC1	0.142
Cc1ccc(S(=O)(=O)N(CC(=O)O)Cc2ccccc2)cc1	0.0195
Cc1ccc(N2C(=O)C3C4C=CC(C4)C3C2=O)cc1 (configuration not stated)	0.12
Cc1ccc(NC(=O)CN(C)S(=O)(=O)c2cnc[nH]2)cc1C	0.645
CC(=O)Nc1c(C(=O)c2ccc(F)cc2)oc2ccccc12	0.252
COC(=O)C1C(=O)C2=C(CC1C)NC(C)=C(C(=O)OC(C)C)C2c1ccc(C)o1 (configuration not stated)	-0.586
Cc1nnc(SCC(=O)N2CCN(Cc3ccccc3)CC2)s1	0.895

# The last two records of the section before open the next one.
Structure	Cav3 T inh
COC(=O)C1C(=O)C2=C(CC1C)NC(C)=C(C(=O)OC(C)C)C2c1ccc(C)o1 (configuration not stated)	-0.586
Cc1nnc(SCC(=O)N2CCN(Cc3ccccc3)CC2)s1	0.895
O=S1(=O)CC(O)C(Nc2ccccc2Cl)C1 (configuration not stated)	0.4
CCOC(=O)C(O)(C1C(=O)CC(C)(C)CC1=O)C(F)(F)F (configuration not stated)	-0.878
Cc1ccccc1-c1nnn(CC(=O)NCc2ccc3c(c2)OCO3)n1	-0.592
Cc1cc(-n2c(C)cc(C(=O)CSc3ccc4c(c3)OCCO4)c2C)no1	-3.59
O=C1Cc2cccc3cccc1c23	0.186
S=C(NCc1ccccn1)Nc1cccc(Cl)c1	-0.484
CNC(=O)CSCCn1c(SCC(=O)NC)nc2ccccc2c1=O	0.616
COc1ccc(N2CCN(C(=O)CSc3nnc4c(C)cc5ccc(C)c(C)c5n34)CC2)cc1	1.77
C=C(C)COc1ccc(-c2n[nH]c(C)c2Oc2ccccc2OC)c(O)c1	-0.539
CC(c1ccccc1)C1CC(=O)N(Cc2ccco2)C1=O (configuration not stated)	0.18

# Remaining list, next part:
Structure	Cav3 T inh
CC(C)OCCCNC(=O)c1ccc(Br)cc1	0.627
Cc1ccc(-n2c(O)c(C=NC3CCS(=O)(=O)C3)c3ccccc3c2=O)cc1C (configuration not stated)	0.938
O=C(NCc1nc2ccccc2[nH]1)C1=C[C@@H](c2ccccc2)C[C@@H](OCc2ccc(CO)cc2)O1	-0.9
Cc1cc(C)nc(N2CCCC(C(=O)Nc3nnc(C)s3)C2)n1 (configuration not stated)	0.933
CCOC(=O)c1c(C)[nH]c(C(=O)OCC(=O)Nc2ccc(OCC)cc2)c1C	-0.206
COc1ccc(NCc2ccc(OC)c(OC)c2)cc1	0.91
Clc1cc(Cl)cc(C2=NC(Cc3ccccc3)CO2)c1 (configuration not stated)	-0.203
Cc1ccc(C)c(NS(=O)(=O)c2cc(C(=O)NCCC3=CCCCC3)ccc2C)c1	-1.9
CCOc1ccccc1C(=O)NCC(=O)OCC(=O)NCCc1ccc(S(N)(=O)=O)cc1	-0.0272
CCOC(=O)C1CCN(Cc2ccc(OC)cc2OC)CC1	0.726

# More structures
Compound	Cav3 T inh
c1ccc(-c2oc3ncnc(NCCN4CCOCC4)c3c2-c2ccccc2)cc1	-0.104
COc1cc(NC(=O)N2CCOCC2)cc(OC)c1	0.0406
COc1ccccc1-n1nnnc1SCC(=O)NC1CCCC1	-0.257
CC(CCc1ccccc1)NC(=O)CSc1nc(N)cc(N)n1 (configuration not stated)	-0.655
O=C(c1cccc(-c2nnc(-c3ccccc3)o2)c1)N1CCCCCC1	-1.52
COC(=O)c1cccnc1N1CCN(c2ccccc2F)CC1	-1.69
CCCCCOC(=O)c1c(N)n(CCOC)c2nc3ccccc3nc12	-3.52
CCCCOc1nc(N)nc(-c2ccccc2)n1	-0.0552
CCC1CCCCN1CCCNC(=O)CC1Oc2ccccc2NC1=O (configuration not stated)	0.0996
C#CCNC(=O)C1=C[C@@H](C)[C@H](CCCO)[C@@H](OCC)O1	1.1
O=C(c1cc2ccccc2o1)c1cccs1	-2.23
Cc1sc(NC(=O)c2ccco2)nc1-c1ccc2c(c1)CC(C)N2C(=O)C1CC1 (configuration not stated)	-1.76
O=C(NC1CCCCCC1)C1CCCN1S(=O)(=O)c1cccc2cccnc12 (configuration not stated)	-0.0393
CCOc1ccc(-c2nn3c(-c4ccccc4)nnc3s2)cc1	0.618
COc1cc(CCC(=O)OCc2nnc(-c3ccccc3)o2)cc(OC)c1OC	-0.000594
Cc1cccc(N2CC34C=CC(O3)C(C(=O)O)C4C2=O)c1 (configuration not stated)	0.577
CCOC(=O)c1[nH]c(C)c(C(=O)OC(C)C(=O)Nc2ncc(Cl)cc2Cl)c1C (configuration not stated)	0.000685
CCOC(=O)N1CCN(C(=O)c2ccc3c(=O)n(-c4ccc(F)cc4)c(=S)[nH]c3c2)CC1	0.343
O=c1cccccc1NCc1ccccc1	-1.52
O=C(COc1ccc(S(=O)(=O)NC2CCCCC2)cc1)Nc1ccc2c(c1)OCCO2	-2.99

# Looked up one by one from the entries so far, three records:
Compound	Cav3 T inh
CCCCOc1nc(N)nc(-c2ccccc2)n1	-0.0552
CCC1CCCCN1CCCNC(=O)CC1Oc2ccccc2NC1=O (configuration not stated)	0.0996
COc1ccccc1-n1nnnc1SCC(=O)NC1CCCC1	-0.257

# Remaining list, next part
Compound	Cav3 T inh
COC(=O)CN1C(=O)C2(C(C#N)=C(N)Oc3c2c(C)nn3-c2ccccc2)c2ccccc21 (configuration not stated)	-1.18
CN(Cc1ccccc1)c1nc2c(c(=O)n(C)c(=O)n2C)n1CCSc1ncccn1	-0.19
O=C(O)Cn1nc(C(F)(F)F)c2c1CCC2	-0.71
CCOCCn1cnc2sc(C(=O)NCC(=O)OCC)c(C)c2c1=O	-0.493
Nn1c(SCC(=O)Nc2ccc(F)cc2F)nnc1C1CCCCC1	1.35
CCc1nnc(NS(=O)(=O)c2ccc(NS(=O)(=O)c3ccccc3)cc2)s1	0.564
COC(=O)C1=C(CSc2nc3c(cc2C#N)CN(C)CC3)OC(N)=C(C#N)C1c1ccccc1F (configuration not stated)	-0.551
Cc1nn(C)c(C)c1S(=O)(=O)N1CCCC(C(=O)N2CCN(c3ccc(Cl)cc3)CC2)C1 (configuration not stated)	-1.68
C/C(=N\O)C(C)(C)NC(=O)Nc1ccc(Cl)cc1	-0.747
CCOc1ccccc1-c1nc(-c2cc3ccccc3nc2OC)no1	0.0664
Cc1cc(Cl)c(S(=O)(=O)Nc2ccc3c(c2)OCCO3)cc1OCC(=O)NC1CCCCC1	-2.26
CN(C(=O)CSC1=Nc2ccccc2C2=NC(c3ccccc3)C(=O)N12)C1CCCCC1 (configuration not stated)	1.8
Cc1ccc(/C(N)=N/OC(=O)COc2ccccc2Cl)cc1	0.331
O=C1CC(N2CCCc3ccccc32)C(=O)N1c1ccccc1Cl (configuration not stated)	-2.29
CC(C)C(CC(=O)N1CCCCC1)C1CCOC(C)(C)C1 (configuration not stated)	0.00424
CCCc1cc(C(=O)Nc2sc(C)c(C)c2C(=O)OCC)no1	-0.497
CCn1cc(C(=O)Nc2cccc(C(=O)OC)c2)c(=O)c2ccc(C)nc21	0.0238
COc1ccc(NC(=O)CN2CC(c3ccccc3)CC2=O)cc1OC (configuration not stated)	-0.717
C=CCn1c(Sc2nncn2C)nc2c1c(=O)[nH]c(=O)n2C	0.255
Cn1c(NC(=O)c2ccccc2)c(-c2ccccn2)c(=O)c2ccccc21	0.588

# Further compounds follow:
Compound	Cav3 T inh
COc1ccc(NC(=O)CSc2c(C)nn(-c3nnc(C)c(=O)[nH]3)c2C)cc1	0.649
Nc1nnc(CCOc2ccccc2Cl)s1	0.615
COc1cccc(N2CCN(C(c3ccccn3)c3nnnn3C(C)(C)C)CC2)c1 (configuration not stated)	0.318
COc1cnn(-c2ccccc2)c(=O)c1SCc1ccc(Cl)cc1Cl	-4.05*
O=C(N/C(=C/c1ccco1)C(=O)N1CCCCCC1)c1cccs1	1.19
CC(C)NC(=O)c1onc(CSc2ccncc2)c1C(=O)NC(C)C	-0.598
CCN(c1ccccc1)S(=O)(=O)c1ccc(F)cc1C	-3.87
COc1cccc(-c2cn3nc(C)c(C)nc3n2)c1	0.0358
O=C(NC1CCS(=O)(=O)C1)c1cccc(S(=O)(=O)N2CCOCC2)c1 (configuration not stated)	-0.00935
CCOc1ccc(C(=O)C(c2ccccc2)N2CCOCC2)cc1 (configuration not stated)	-0.571
CN(C)S(=O)(=O)c1ccc(S(=O)(=O)NC2CCOC(C)(C)C2)cc1 (configuration not stated)	-1.83
Nc1ccc(Oc2ccc3nc(-c4ccccc4)c(-c4ccc([N+](=O)[O-])cc4)nc3c2)cc1	0.0617
COC(=O)C(CC(C)C)NC(=O)CNC(=O)c1ccccc1C (configuration not stated)	-0.00283
Cc1ccccc1CN1C2=NCCCN2c2ccccc21	-0.288
C=CCNc1nc(NCc2ccccc2)c(C#N)c2c1CN(C)CC2	-0.0154
CN(C)C(=O)c1cn(N(C)c2ncc(C(F)(F)F)cc2Cl)c(=O)c2ccccc12	0.877
Cc1onc(-c2ccccc2Cl)c1C(=O)NC1CCS(=O)(=O)C1 (configuration not stated)	2.22
CCOC(=O)C1CCN(Cc2nc3ccc(Cl)cc3n2CCO)CC1	0.529
NC(=O)CSC1=Nc2ccccc2C2=NC(CC(=O)NCc3cccs3)C(=O)N12 (configuration not stated)	0.266
O=C(c1ccc2c(c1)OCCO2)C1CCN(C(=O)c2ccc(F)c(F)c2)CC1	-3.87*

# Going on with the list:
Compound	Cav3 T inh
Cc1cc(N2CCN(S(=O)(=O)Cc3ccccc3)CC2)n2ncnc2n1	-0.893
COC(=O)c1ccc(Sc2ccc(C)cc2)c(N)c1	-2.49
Cn1cccc1Cc1nnc(SCC(=O)Nc2nc3ccccc3s2)n1CCc1ccccc1	0.646
COC(=O)c1cc2c(-c3ccccc3)c(C)c3ccccn3c-2c1C(=O)OC	-0.193
O=C(CC(c1ccccc1)c1ccccc1)NCC1CCCO1 (configuration not stated)	0.631
Cc1ccc(S(=O)(=O)c2c(N)n(/N=C/c3ccco3)c3nc4ccccc4nc23)cc1	-2.11
Cc1ccc(S(=O)(=O)NC(CC(C)C)C(=O)NCc2ccco2)cc1 (configuration not stated)	0.993

# Look-ups from the list:
# NC(=O)CSC1=Nc2ccccc2C2=NC(CC(=O)NCc3cccs3)C(=O)N12 (configuration not stated) in Cav3 T inh = 0.266
# CCOC(=O)C(O)(C1C(=O)CC(C)(C)CC1=O)C(F)(F)F (configuration not stated) in Cav3 T inh = -0.878
# O=S1(=O)CC(O)C(Nc2ccccc2Cl)C1 (configuration not stated) in Cav3 T inh = 0.4
# O=C(Nc1cc(C(F)(F)F)ccc1N1CCOCC1)c1ccccc1 in Cav3 T inh = -1.74
# O=C(COc1ccc(S(=O)(=O)NC2CCCCC2)cc1)Nc1ccc2c(c1)OCCO2 in Cav3 T inh = -2.99
# CC(=O)SC(C)CC(=O)NCc1ccccc1 (configuration not stated) in Cav3 T inh = -0.751

# The list is partial; rates above refer to the full screens.
